From PubChem BioAssay
Chronic BCR inh: inhibitors of chronic active B-cell receptor signaling; 0.05% of 340,000 active; Potency, µM (series often up to 46.1 µM), for inactives: top-dose ratio change, negative = lower green/red ratio, actives largely listed as inhibitors; ABC-DLBCL IkBa-CBG/CBR reporter, luminescence ratio, 4 h; active = well fitted inhibition curve with a large enough effect in the signal ratio, with a control signal flat, not every such curve was filed as active; inconclusive = small, poorly fitted or top-dose-only effect, or effect the other way, or a change in a side signal; the % refers to the signal ratio;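 note: potency is the fitted concentration of half-maximal effect; plate controls were basal doxycycline-induced cells for no effect and cells given 10 µM MG132 for full effect; MG132 reads +100%, hits lower the ratio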
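Cell line TMD8 (human ABC DLBCL), stably expressing tet-inducible CBG68-IkBa fusion and CBR; IMDM/0.5% FBS; cpd up to 46 uM; dox induction, 4 h, 37C/5% CO2; dual luminescence; green/red ratio; MG132 control.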
ELG1 repair inh: ELG1-dependent DNA repair inhibition. HEK293T ELG1-luciferase reporter, luminescence, 16 h; DNA damage induced by 5-fluorouridine. Potency, µM (doses to about 46.1 µM), for inactives: top-dose activity change, negative = inhibition, actives largely listed as inhibitors. 2.3% of 330,000 active; note: potency is the fitted concentration of half-maximal effect; % is set by controls: 0 for no effect and ±100 for the full control effect; nearly all actives have a fitted effect of over 55% in size
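Step one: seed 2,000 cells per well. Step two: pin-transfer compound or DMSO alongside 5-fluorouridine. Step three: incubate 16 hr, 37 °C, 5% CO2. Step four: add ONE-Glo, wait 30 min, read luminescence.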
AT treatment: potential ataxia-telangiectasia treatments restoring KAP-1 phosphorylation; […] A-T fibroblasts, KAP-1 phosphorylation AlphaLISA; neocarzinostatin DNA damage 30 min before lysis; Potency, µM (doses to about 57.5 µM), for inactives: top-dose activation, hits mostly activators; 0.19% of 320,000 active; note: potency is the fitted concentration of half-maximal effect; % of control where 0% means no effect; nearly all actives have a fitted effect of over 45% in size
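ATM-like activity read as KAP-1 phosphorylation via AlphaLISA donor/acceptor antibody pairs after lysis and 6 hr at 25C. Cells were ATM-null patient fibroblasts ([…], hTERT), dosed 60 min, then exposed to the DSB inducer NCS for 30 min.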
TSHR antagonist: blocks TSH signaling through the human TSH receptor. P16473. TSHR-expressing cells, TSH-stimulated cAMP HTRF, 2 h; stronger effect = lower value. activity change, negative = inhibition, % at 11.5 µM. 0.2% of 330,000 active. AID 504810;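 active = activity change below a set negative limit, meaning inhibition stronger than a set level, cut at about -70% in these data; inconclusive = activity change between two set negative limits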; note: % is set by controls: 0 for no effect and ±100 for the full control effect
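Cell-based HTRF cAMP assay; TSHR cells + compound, TSH EC80 (4nM final), 2 h, 37 deg C. Lysis with anti-cAMP cryptate and cAMP-d2, 30 min RT, read 665/620 nm.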
TCR act: activators of T cell receptors. 330,000 tested, under 10 active. AID 504894. Potency, µM (titrated, usually from 9.22 µM), for inactives: at the highest dose activation of IL-2 secretion, most hits filed as activators. primary human leukocytes, anti-CD3, IL-2 HTRF, 48 h; note: % of control where 0% means no effect
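Using a-CD3 beads without co-stimulation, primary human leukocytes were exposed to compounds for 48 hr. An HTRF IL-2 kit measured the cytokine, with europium-to-d2 energy transfer producing emission at 665nm upon 320nm excitation.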
TSG101-PTAP inh: blocks PTAP/TSG101 interaction to inhibit HIV-1 budding; 340,000 tested, under 10 active; Potency, µM (top dose mostly 115 µM), inactives show at the highest dose activity change, negative = inhibition, hits mostly inhibitors; Q99816; Fluorescence polarization, FITC-PTAP peptide / Tsg101 binding; active = well fitted inhibition curve with a large enough effect in the main read-out, with a control signal flat, not every such curve was filed as active; inconclusive = small, poorly fitted or top-dose-only effect, or effect the other way, or a change in a side signal; inactive = no such curve, though single readings can be large or run the other way; note: potency is the fitted concentration of half-maximal effect; % of control where 0% means no effect
Target sequence (Q99816 whole entry, looked up): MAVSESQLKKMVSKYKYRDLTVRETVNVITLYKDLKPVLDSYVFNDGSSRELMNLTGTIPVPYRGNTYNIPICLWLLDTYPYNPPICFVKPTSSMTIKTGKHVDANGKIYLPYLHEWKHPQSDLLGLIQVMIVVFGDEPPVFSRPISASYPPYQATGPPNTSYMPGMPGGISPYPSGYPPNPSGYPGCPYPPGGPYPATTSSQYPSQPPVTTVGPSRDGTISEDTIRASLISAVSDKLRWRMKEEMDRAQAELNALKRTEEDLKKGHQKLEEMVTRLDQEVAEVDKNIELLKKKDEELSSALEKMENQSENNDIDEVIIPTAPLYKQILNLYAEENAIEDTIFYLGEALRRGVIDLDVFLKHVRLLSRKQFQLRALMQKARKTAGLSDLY
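Tsg101 binding domain (10 uM final) was mixed with compound and a FITC-labeled PTAP peptide (50 nM final) in HEPES pH 7.5 buffer with NaCl, Tween 20, EDTA and TCEP; fluorescence polarization was read after 20 min at r.t.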
Eya2 phos inh: Eya2 (human) phosphatase inhibition. 0.006% of 330,000 active. AID 488837. recombinant Eya2, OMFP fluorescence dephosphorylation (OMFP is methylfluorescein phosphate). Potency, µM (titrated, usually from 76.9 µM), without a hit: at the top dose activity, negative = inhibition, hits mostly inhibitors; note: potency is the fitted concentration of half-maximal effect; % is set by controls: 0 for no effect and ±100 for the full control effect
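Eya2 protein (added as 0.2 uM solution) was preincubated with compound for 10 min at ambient temperature in 50 mM HEPES pH 7.5, 50 mM NaCl, 5 uM MgCl2, 0.05% BSA, 1 mM DTT. OMFP (added at 50 uM) then reacted 10 min; fluorescence read at 485/525 nm.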
ASM inhibitor: blocks human secretory acid sphingomyelinase | Potency, µM (top dose mostly 57.5 µM), without a hit: top-dose activity change, negative = inhibition, hits mostly inhibitors | 0.006% of 340,000 active | placental ASM, HMU-PC fluorogenic substrate, 60 min | P17405; note: potency is the fitted concentration of half-maximal effect
Target sequence (P17405 47-631 limits assumed): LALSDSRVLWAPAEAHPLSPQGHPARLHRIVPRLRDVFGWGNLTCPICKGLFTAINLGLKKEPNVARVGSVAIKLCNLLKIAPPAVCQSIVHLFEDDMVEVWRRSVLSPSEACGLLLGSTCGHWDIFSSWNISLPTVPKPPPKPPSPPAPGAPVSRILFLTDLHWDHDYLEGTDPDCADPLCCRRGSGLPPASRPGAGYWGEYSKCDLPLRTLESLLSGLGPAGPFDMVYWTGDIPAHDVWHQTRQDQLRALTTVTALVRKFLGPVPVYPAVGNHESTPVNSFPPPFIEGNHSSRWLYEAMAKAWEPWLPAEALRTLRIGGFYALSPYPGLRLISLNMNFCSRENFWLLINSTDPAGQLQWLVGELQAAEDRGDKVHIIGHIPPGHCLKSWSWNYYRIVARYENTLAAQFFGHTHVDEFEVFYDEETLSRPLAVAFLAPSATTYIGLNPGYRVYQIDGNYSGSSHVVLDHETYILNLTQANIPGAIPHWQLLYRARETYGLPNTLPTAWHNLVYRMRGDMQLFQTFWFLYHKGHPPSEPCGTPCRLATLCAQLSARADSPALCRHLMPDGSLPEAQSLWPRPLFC
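Fluorescence read-out (Ex 386 nm, Em 447 nm) after stopping the reaction at pH 10. Enzyme: ASM from human placenta; substrate HMU-PC0, 9 uM final; 60 min, 37 °C. Compound preincubation 10 min, ambient temperature.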
Tb PFK inh: blocks T. brucei phosphofructokinase. O15648. T. brucei PFK, ADP-Glo luminescence. Potency, µM (top dose mostly 57.5 µM), for inactives: at the highest dose activity, negative = inhibition, hits mostly inhibitors. 0.17% of 330,000 active. AID 485367;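 note: potency is the fitted concentration of half-maximal effect; 0% = uninhibited 1x PFK enzyme wells and -100% = no-enzyme wells; nearly all actives have a fitted effect of over 60% in size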
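Activity is normalized to no-enzyme wells (full inhibition) and 1.25 nM enzyme wells (no inhibition). Reaction: 0.5 mM F6P, 0.1 mM ATP, 45 min RT, ADP-Glo luminescence; concentration-response curves fitted and classed by quality.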
Mito fusion yeast: blocks mitochondrial division or promotes mitochondrial fusion | 0.23% of 320,000 active | S. cerevisiae fusion-defective mutant growth rescue, CellTiterGlo 48 h | Potency, µM (doses to about 46.1 µM), for inactives: at the top dose growth rescue (activation), hits mostly activators;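 note: potency is the fitted concentration of half-maximal effect; % of control where 0% means no effect; nearly all actives have a fitted effect of over 45% in size; temperature-sensitive fusion mutants such as fzo1-1 at 37 °C on non-fermentable ethanol glycerol medium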
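S. cerevisiae fusion-defective temperature-sensitive mutants (e.g. fzo1-1, mgm1-5) grown 48 h at 37C in YPEG (ethanol/glycerol non-fermentable) medium with 23 nl compound per well; growth rescue read as CellTiterGlo luminescence.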
Integrin act MD: activators of alpha7 integrin expression for muscular dystrophy; alpha7betagal myoblasts, beta-gal FDG fluorescence, 48 h; Potency, µM (doses to about 38.3 µM), without a hit: at the top dose activation, hits mostly activators; 0.064% of 350,000 active;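 note: potency is the fitted concentration of half-maximal effect; 100% = response of the positive control SU9516; nearly all actives have a fitted effect of over 60% in size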
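alpha7betagal+/- myoblasts (passage 13, 250/well) treated 48 h at 37C with compounds at 1:260 dilution of DMSO stock. Lysed, then beta-galactosidase activity read as FDG fluorescence (ex 480/em 540) after 30 min, with pre-read for autofluorescence.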
* = called active by the depositor; ? = inconclusive; . = not tested or not shown; [ ] = dose if it differs, or a comment. Unless noted, calls come from the whole dose curve; as a rule, active = well fitted curve in the direction sought with a large enough effect; inconclusive = small, poorly fitted or top-dose-only effect, or another doubt; inactive = no such curve, though single readings can be large; an effect the other way counts as inactive or inconclusive.

SMILES	Chronic BCR inh	ELG1 repair inh	AT treatment	TSHR antagonist	TCR act	TSG101-PTAP inh	Eya2 phos inh	ASM inhibitor	Tb PFK inh	Mito fusion yeast	Integrin act MD
Cc1ccc(NC(=O)C2C3/C=C\CCCCC32)cc1C (stereo not given)	-4%	?	-4%	-26	-3%	0%	3%	-1%	3%	-5%	22%
CCSc1nnc(NC(=O)Cc2cc(OC)c(OC)c(OC)c2)s1	-6%	4%	20%	-2	-28%	-3%	13%	7%	3%	-9%	-1%
CC(C)(c1ccccc1)c1ccc(OCCN2CCOCC2)cc1	1%	-1%	-17%	4	2%	-4%	-4%	-7%	-8%	20%	5%
COc1ccc(/C=C2\SC(=S)N(CCC(=O)Nc3ccccn3)C2=O)cc1OC	?	17%	-7%	-12	6%	-6%	-8%	-4%	1%	-2%	0%
Cc1ccc(C)c(OCC(=O)N/N=C\c2cccn2C)c1	-2%	-6%	-3%	0	10%	-3%	1%	2%	-2%	16%	23%
C=CCNC(=O)Cn1nnc(-c2ccc(-c3ccc(OC)cc3)cc2)n1	0%	?	-5%	-7	5%	0%	-2%	-1%	-2%	1%	-21%
Cc1cc(C(=O)CN2C(=O)C(=O)N(Cc3ccco3)C2=O)c(C)n1CCc1ccccc1	-9%	-10%	-8%	-8	-2%	-1%	-16%	2%	-2%	14%	-21%
COc1ccc(C(=O)NCCNc2ccccc2[N+](=O)[O-])cc1	3%	?	-6%	23	-2%	-1%	0%	-5%	-1%	-1%	15%
O=C(Cc1cccs1)Nc1nc(-c2cccnc2)cs1	-14%	-19%	0%	-12	9%	10%	7%	2%	-4%	-1%	-25%
CCOc1ccccc1NC(=O)CNS(=O)(=O)c1ccc2nc(C)sc2c1	-2%	-4%	1%	-11	1%	-1%	-7%	0%	-6%	4%	-28%
CCc1cc(C(N)=O)c(NC(=O)c2ccc(OC)cc2)s1	?	?	-11%	-12	-2%[46.1 µM]	1%	-3%	10%	8%	-6%	-9%
COc1cc(/C=N/NC(=O)c2c(-c3ccccc3)noc2C)ccc1O	.	.	.	.	11%	1%	.	1%	.	-10%	0%
CC(=O)NC(CC(=O)N(Cc1ccccc1)c1cccc(C)c1)c1ccccc1 (stereo not given)	3%	-4%	3%	-5	-4%	-3%	2%	1%	6%	-4%	5%
COc1ccc(-n2c(=O)c3c4c(sc3n(Cc3cccc(F)c3)c2=O)CN(C(C)=O)CC4)c(OC)c1	-7%	-2%	2%	-1	.	.	?	.	-1%	-1%	.
O=C(NC1CCCC1)C(c1ccccn1)N(C(=O)c1csnn1)C1CCCCC1 (stereo not given)	3%	0%	-2%	-5	-1%[46.1 µM]	-6%	-2%	1%	3%	0%	-4%
O=C(CSc1ccc(-c2ccc(Br)cc2)nn1)NCC1CCCO1 (stereo not given)	-3%	-3%	4%	5	-2%	1%	7%	-8%	1%	1%	20%
Cc1ccccc1OCC(=O)Nc1ccc(N2CCOCC2)cc1N1CCOCC1	-15%	-29%	-11%	-14	1%	-2%	12%	-1%	-1%	-1%	-10%
COc1cc(CCC(C)=O)ccc1OC(=O)c1c(F)cccc1Cl	?	?	10%	-3	9%	-3%	-29%	0%	2%	1%	-29%
CC(NC(=O)COc1ccccc1)C(=O)NCc1ccc(S(N)(=O)=O)cc1 (stereo not given)	0%	14%	2%	-5	-5%[46.1 µM]	-2%	2%	-1%	-2%	.	8%
COC(=O)c1ccccc1NC(=O)CSc1ccc(C)cc1	?	11%	17%	-13	-3%[46.1 µM]	0%	-5%	-2%	-1%	18%	?
Cc1ccc2nc(SCC(=O)N3CC(C)OC(C)C3)nc(=O)n2c1 (stereo not given)	-1%	28%	-2%	5	0%	1%	-6%	6%	0%	-13%	-6%
O=C(CC1SC(=Nc2ccc3c(c2)OCCO3)NC1=O)Nc1ccc(F)cc1F (stereo not given)	-10%	-33%	-8%	-7	-1%	-18%	1%	-4%	0%	4%	3%
Cc1cccc(C(=O)NC(=S)Nc2ccc(N3CCOCC3)cc2)c1	0%	-5%	-3%	-3	10%[46.1 µM]	-1%	-2%	0%	3%	-3%	-4%
C=CCn1c(=O)c(C(=O)NCc2ccc(Cl)cc2)c(O)c2ccccc21	4%	-15%	-3%	-13	2%	-9%	16%	-3%	-1%	1%	18%
Cc1ccc(S(=O)(=O)N2CCCC2)cc1C(=O)O	-2%	?	3%	15	0%	-3%	2%	2%	-7%	-2%	31%

Next structures follow.
SMILES	Chronic BCR inh	ELG1 repair inh	AT treatment	TSHR antagonist	TCR act	TSG101-PTAP inh	Eya2 phos inh	ASM inhibitor	Tb PFK inh	Mito fusion yeast	Integrin act MD
Cc1ccc[n+](CC(=O)N2CCCCC2)c1C	?	5%	11%	14	-1%	0%	-7%	3%	1%	-1%	29%
O=c1c2c(nc3cc(-c4ccc(F)cc4)[nH]n13)CCC2	?	?	2%	-9	0%[46.1 µM]	0%	4%	0%	-10%	6%	-11%
Cc1ccc(CN=c2c([N+](=O)[O-])nn(-c3cccc(C)c3)n2O)cc1	?	?	-5%	4	-2%	-9%	4%	-7%	-2%	0%	2%
CC1(C)Cc2ccccc2-c2nnc(-c3ccc(O)cc3)n21	-9%	1%	0%	-11	19%	-4%	3%	-2%	3%	1%	-3%
COc1cc(NS(=O)(=O)c2ccc(NC(=O)c3ccc([N+](=O)[O-])cc3)cc2)ncn1	4%	-4%	2%	-7	-8%	.	1%	-3%	-3%	1%	9%
COc1ccc(Oc2nnc(-c3ccccc3)cc2C#N)cc1	0%	17%	-1%	-2	10%	-15%	3%	-6%	2%	-1%	21%
Cc1cccc(NC(=O)Cc2c(F)cccc2Cl)n1	?	?	2%	-1	0%	-2%	7%	1%	0%	5%	-37%
Cc1ccc(S(=O)(=O)Nc2cc(NC(=O)CN3CCOCC3)ccc2Cl)cc1	0%	-13%	14%	18	1%	-3%	-4%	3%	1%	15%	7%
O=C(NCC(=O)N(c1ccccc1)C(C(=O)NC1CCCC1)c1cccnc1)c1ccco1 (stereo not given)	5%	-3%	.	8	1%[46.1 µM]	-10%	-3%	3%	2%	-5%	22%
O=C(Nc1nc(-c2ccccn2)cs1)c1ccccc1-n1cnnn1	?	2.6µM*	-8%	-5	10%	-8%	-5%	1%	-2%	0%	0%
Cc1ccc(N(Cc2ccccc2F)S(C)(=O)=O)c(C)c1	-16%	-1%	7%	-4	6%	-7%	10%	4%	-8%	5%	-5%
Cc1ccc(-n2ncc3c(=O)[nH]c(SCC(=O)N4CC(=O)Nc5ccccc54)nc32)cc1	4%	15%	9%	1	-9%[46.1 µM]	-7%	0%	0%	1%	.	-18%
Cc1cnc(C(=O)OC(C)C(=O)Nc2ccc3c(c2)OCCO3)cn1 (stereo not given)	?	14%	-3%	-8	.	1%	1%	4%	1%	-2%	-10%
CCSc1nnc(NC(=O)[C@@H](NC(=O)c2cc(OC)cc(OC)c2)C(C)C)s1	-15%	-13%	1%	4	5%	-4%	-4%	-1%	-3%	0%	0%
CC1(C(=O)Nc2c(F)c(F)c(F)c(F)c2F)CC1(Br)Br (stereo not given)	14%	-2%	3%	-3	7%	-5%	1%	-1%	-4%	12%	-12%
COc1ccc(C(=O)Nc2ccc(C)c(S(=O)(=O)N3CCCCCC3)c2)cc1	?	?	2%	-27	-22%	-1%	-10%	-6%	1%	3%	-41%
Cc1nn(Cc2ccccc2)c(C)c1C(=O)NCCCN1CCCC1=O	1%	2%	-1%	9	1%	-5%	16%	2%	-7%	1%	30%
CCOC(=O)N/N=C/c1cn(CCCOc2ccccc2)c2ccccc12	-1%	?	6%	-1	-4%[46.1 µM]	-1%	-5%	-11%	0%	14%	-3%
